Assay outcomes as filed in PubChem BioAssay.
SENP7 block: SENP7 protease inhibitors, primary screen, biochemical, luminescence, uHTS; recombinant SENP7, Z-RLRGG-aminoluciferin luminescence, 40 min; inhibition, % at 5 µM; 330,000 tested, 1.5% active; AID 434973, 2010;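 active means inhibition above about 50% at the single test dose, limit read from the data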;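 further: plate controls were DMSO with enzyme for no effect and no enzyme buffer wells for full effect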
Target sequence (Q9BQF6 706-1050 limits assumed): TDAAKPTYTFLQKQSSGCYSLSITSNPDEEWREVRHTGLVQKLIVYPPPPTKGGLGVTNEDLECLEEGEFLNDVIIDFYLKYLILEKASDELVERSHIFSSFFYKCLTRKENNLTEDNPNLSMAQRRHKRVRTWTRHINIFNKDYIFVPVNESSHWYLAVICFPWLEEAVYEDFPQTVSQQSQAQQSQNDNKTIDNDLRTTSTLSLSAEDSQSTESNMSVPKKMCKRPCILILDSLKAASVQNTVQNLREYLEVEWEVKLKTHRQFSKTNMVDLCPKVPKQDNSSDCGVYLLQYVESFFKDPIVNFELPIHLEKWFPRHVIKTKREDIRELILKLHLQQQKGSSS
UBC13 polyUb: UBC13 polyubiquitin chain formation inhibitors, primary screen, biochemical, TR-FRET, uHTS. Ubiquitin-conjugating enzyme E2 N (Homo sapiens), P61088. inhibition, % at 20 µM. 330,000 tested, 0.47% active; in the data active means inhibition above about 45%, passing the limit was not always enough
Target sequence (P61088 whole entry, looked up): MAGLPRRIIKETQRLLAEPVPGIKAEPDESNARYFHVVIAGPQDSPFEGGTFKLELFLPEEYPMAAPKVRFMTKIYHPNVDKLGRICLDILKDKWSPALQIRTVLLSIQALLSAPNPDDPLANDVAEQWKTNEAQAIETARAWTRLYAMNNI
SENP6 block: SENP6 protease inhibitors, primary screen, biochemical, luminescence, uHTS; Recombinant SENP6 catalytic domain, aminoluciferin luminescence; inhibition, % at 10 µM; 330,000 tested, 1.8% active; AID 2599, 2010;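 active means inhibition above about 50% at the single tested dose, limit read from the data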;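 further: plate controls were DMSO wells with enzyme for no effect and DMSO wells lacking enzyme for full effect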
A3G deaminase: APOBEC3G DNA deaminase inhibitors, primary screen, biochemical, fluorescence, single-stranded DNA substrate, uHTS; 330,000 tested, 0.28% active; AID 493012, 2011; inhibition, % at 20 µM; DNA dC->dU-editing enzyme APOBEC-3G (Homo sapiens), Q9HC16; recombinant A3G, ssDNA deamination FAM/TAMRA fluorescence;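 active means inhibition of at least 40% at 20 µM, with no more than 30% in the related APOBEC3A deaminase screen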;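 further: plate controls were DMSO wells with A3G for no effect and wells lacking A3G enzyme for full effect; some compounds called inactive have numbers as strong as hits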
Target sequence (Q9HC16 whole entry, looked up): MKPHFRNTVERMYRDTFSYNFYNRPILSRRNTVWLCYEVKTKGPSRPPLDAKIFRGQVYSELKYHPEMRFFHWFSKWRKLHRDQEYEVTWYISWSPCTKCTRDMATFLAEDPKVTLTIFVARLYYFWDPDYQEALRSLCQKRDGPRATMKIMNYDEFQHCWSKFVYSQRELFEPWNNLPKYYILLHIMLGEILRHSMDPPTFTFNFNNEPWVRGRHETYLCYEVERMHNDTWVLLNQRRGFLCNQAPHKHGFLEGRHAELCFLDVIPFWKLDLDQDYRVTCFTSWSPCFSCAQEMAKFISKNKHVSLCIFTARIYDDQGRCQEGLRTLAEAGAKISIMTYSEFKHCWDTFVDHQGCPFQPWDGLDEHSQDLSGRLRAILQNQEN
SENP1 inh: human SENP1 catalytic domain inhibitors, primary screen, biochemical, FRET, uHTS | recombinant SENP1 catalytic domain, CyPet-SUMO1-YPet FRET cleavage | Sentrin-specific protease 1 (Homo sapiens), Q9P0U3 | inhibition, % at 10 µM | 360,000 tested, 0.21% active;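 active means inhibition at least 30% at 10 µM, raw YFP signal under a set limit, fluorescence ratio 0.5 to 1.5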;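 further: 0% = enzyme with DMSO and 100% = no enzyme wells; some results filed as inactive read as strong as hits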
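System: Recombinant human SENP1 catalytic domain, His6-tagged | Incubation: Enzyme reaction for 50 min at room temperature, dark | Medium: Tris pH 8 with BME, BSA, NP40 and catalase | Also added: 25 nM SUMO1 FRET substrate | Compound: 10 µM single point, 0.5% DMSO | Measured by: FRET fluorescence in CFP and YFP emission channels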
SENP8 block-1: human SENP8 protease inhibitors, primary screen, biochemical, fluorescence, Nedd8 protein substrate, uHTS; Sentrin-specific protease 8 (Homo sapiens), Q96LD8; recombinant SENP8; inhibition, % at 20 µM; 360,000 tested, 0.64% active; AID 602440, 2012; in the data active means inhibition mostly above about 40%, no sharp cut-off; inactive means mostly below about 27%
Apaf1 inhib: inhibitors of human Apaf-1 apoptosome, primary screen, biochemical, DEVD-Rh110 fluorescence, uHTS; Apoptotic protease-activating factor 1 (Homo sapiens), O14727; reconstituted apoptosome caspase-3 activity; inhibition, % at 20 µM; 330,000 tested, 0.71% active; AID 489030, 2010; active means inhibition of at least 40% at 20 µM;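 further: plate controls were DMSO wells for no effect and DEVD-CHO caspase inhibitor wells for full effect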
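Material: cell-free apoptosome with Apaf-1, procaspase-3 and caspase-9; Buffer or medium: Hepes pH 7.5 with detergent and BSA; Reagent: cytochrome c trigger plus (Z-DEVD)2-Rh110 caspase-3 substrate; Times: compound with Apaf-1, dATP, procaspase-3 30 min, then 50 min reaction, room temperature; Technique: Rh110 fluorescence intensity.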
SENP8 block-2: SENP8 protease inhibitors, primary screen, biochemical, luminescence; Sentrin-specific protease 8 (Homo sapiens), Q96LD8; purified SENP8, Z-RLRGG-aminoluciferin cleavage; inhibition, % at 10 µM; 330,000 tested, 1.2% active; AID 2540, 2010; in the data active means inhibition above about 50%
* hit, by the source's call; i = inactive.

SMILES	SENP7 block	UBC13 polyUb	SENP6 block	A3G deaminase	SENP1 inh	SENP8 block-1	Apaf1 inhib	SENP8 block-2
CC(C)COC(=O)C1C2C=CC3(CN(C(C)c4ccc(Br)cc4)C(=O)C13)O2 (configuration not stated)	5	0	-4	-8	2	5	-7	0
CC(Oc1ccc2c3c(c(=O)oc2c1)CCCC3)C(=O)NCCN1CCOCC1 (configuration not stated)	-3	4	-9	73*	1	-262	-1	0
CCCn1nnnc1SCC(=O)N1CCCCC1	-3	4	15	-7	4	14	-1	1
CCCCn1c(-c2ccccc2)nc2c(=O)n(C)c(=O)[nH]c21	5	7	-1	1	-13	i	-2	-4
Cc1ccccc1CNC(=O)C1CCC(=O)N(Cc2cccc(F)c2)C1 (configuration not stated)	-6	-8	-21	-9	1	6	2	-5
CC(C)N=Cc1c(O)[nH]c2ccccc12	0	10	-8	-7	2	16	-21	-4
COc1cc(C(=O)OCC(=O)Nc2sccc2C(N)=O)cc(OC)c1OC	2	27	16	-6	-2	-44	-1	0
Cc1cc(=O)[nH]c(SCCCOc2ccc(F)cc2)n1	-7	1	-6	0	1	12	-8	-13
CCC(C)NC(=O)CCc1c(C)nc2nc(-c3cc(OC)cc(OC)c3)nn2c1C (configuration not stated)	-2	3	8	-2	-32	-7	0	5
CC(C)C(C)NC(=O)COn1nnc2ccc(S(=O)(=O)N3CCOCC3)cc21 (configuration not stated)	1	2	9	-4	1	15	-5	5
COc1ccc(S(=O)(=O)N(CC(=O)Nc2cc(C)on2)Cc2ccccc2)cc1	-11	-2	-16	-10	2	16	17	-6
Cc1ccc(S(=O)(=O)N(C)C)cc1NC(=O)CSc1nc2ncc(Cl)cc2[nH]1	-4	-8	-13	-9	-1	-16	-111	-7
O=C(NCc1ccccc1)c1cc(=O)[nH]c2ccccc12	-3	4	-11	-4	1	-92	-10	-1
Cc1ccc(NC(=O)C(C)Sc2nc(=O)cc(N)n2-c2ccccc2)cc1 (configuration not stated)	-4	-10	-8	2	-1	12	10	-2
Cc1cc(N2CCN(C)CC2)ccc1NC(=O)c1c2c(nc3ccccc13)CCN(Cc1ccccc1)C2	-3	19	-18	-10	-1	-1	10	-7
COC(=O)c1c(CSc2ccc(C)c(C)c2)noc1C(=O)NCc1ccc(OC)cc1	-1	13	3	-9	-1	9	5	-9
COc1cc2c(cc1OC)CN(C(=O)c1sc(-c3cnccn3)nc1C)CC2	15	-7	-31	16	1	18	12	7
COC(=O)c1sc2cc(=O)n(-c3cccc(C(F)(F)F)c3)nc2c1O	4	-14	12	-8	1	16	7	-3
Cc1c(C(=O)OCCOc2ccc(Br)cc2)sc(=S)n1C	2	1	2	-5	2	30	20	-2
O=C(CN1C(=O)NC2(CCCC2)C1=O)Nc1ccc(S(=O)(=O)N2CCOCC2)cc1	1	0	-10	-3	2	5	-1	2
Cc1c(NC(=O)c2cc(=O)[nH]c(=O)[nH]2)c(=O)n(-c2ccccc2)n1C	6	-7	-8	-7	3	14	-4	3
O=C1Nc2ccccc2N(O)N1c1ccc(Cl)c(Cl)c1	-2	1	7	-9	0	7	-3	-2
CCOC(=O)N1CCN(C(=O)CNS(=O)(=O)c2cccs2)CC1	1	6	5	-4	-1	-2	-3	1
CCNC(=O)N(CC)C[C@H]1N[C@@](C)(C(=O)OC)[C@H]2C(=O)N(Cc3ccccc3)C(=O)[C@@H]12	1	9	-16	-6	3	15	-13	0
CSc1ccc(CN(C)C(=O)c2cc3ccccc3o2)cc1	1	4	19	0	-3	2	14	3
CC(C)CN(C(=O)Cn1ccccc1=O)C1CCS(=O)(=O)C1 (configuration not stated)	1	7	-2	-5	1	-1	-10	1
Cc1ccc(/C=N/NC(=O)C(=O)N/N=C/c2ccc(C)o2)o1	-3	-5	4	-2	1	-80	-9	-2
Cc1ccc(S(=O)(=O)NCCC(=O)NC2CC2)cc1	-3	4	3	-4	1	3	-4	-6
Cc1c(NC2=CC(=O)CCC2)c(=O)n(-c2ccccc2)n1C	-4	7	-17	-7	0	-6	-23	1
CCOc1ccccc1CNCCNC(=O)c1nonc1N	-1	1	-16	-5	2	11	-14	-1
Cc1ccc(C(=O)Nc2ccc(C(=O)O)cc2)cc1S(=O)(=O)NCc1ccccc1	5	6	5	-4	0	3	1	-5
NS(=O)(=O)c1ccc(NC(=O)COC(=O)c2cnccn2)cc1	0	-2	3	-1	-3	-4	-22	4
CCc1c(C)nc2ncnn2c1N1CCC(C(=O)N2CCN(c3ccc(F)cc3)CC2)CC1	-9	12	-9	-8	1	9	2	-8
COc1ccc2nc(SCC(N)=O)cc(C)c2c1	-3	-2	-24	-3	-2	-14	6	-1
CCCCc1cc(=O)oc2cc(OCC(=O)NC(Cc3c[nH]c4ccc(O)cc34)C(=O)O)ccc12 (configuration not stated)	-3	-27	8	-3	1	-4	2	-8
C[C@H](NS(=O)(=O)c1ccc(Cl)cc1)C(=O)OCC(=O)NC(=O)Nc1ccc2c(c1)OCCO2	0	2	-8	1	2	10	10	-7
Cc1c(CCC(=O)O)c(=O)oc2cc3occ(-c4ccc(F)cc4)c3cc12	-11	-9	-7	-3	-3	-202	23	-2
CCC(=O)Nc1ccc(Oc2ccc3c(c2)C(=O)NC3=O)cc1	-3	-4	2	-3	-2	12	-9	13
COc1ccccc1NS(=O)(=O)c1ccc(C(=O)NCC(c2ccco2)N(C)C)cc1 (configuration not stated)	-2	6	-7	-5	-1	-2	-7	8
O=C(Nc1ccc(F)c(Cl)c1)NC1CC1	-2	10	-8	-3	2	8	-9	-2

3 compounds drawn at random from the list so far, as already listed:
SMILES	SENP7 block	UBC13 polyUb	SENP6 block	A3G deaminase	SENP1 inh	SENP8 block-1	Apaf1 inhib	SENP8 block-2
CCc1c(C)nc2ncnn2c1N1CCC(C(=O)N2CCN(c3ccc(F)cc3)CC2)CC1	-9	12	-9	-8	1	9	2	-8
COc1ccc2nc(SCC(N)=O)cc(C)c2c1	-3	-2	-24	-3	-2	-14	6	-1
CCC(=O)Nc1ccc(Oc2ccc3c(c2)C(=O)NC3=O)cc1	-3	-4	2	-3	-2	12	-9	13

The list continues:
SMILES	SENP7 block	UBC13 polyUb	SENP6 block	A3G deaminase	SENP1 inh	SENP8 block-1	Apaf1 inhib	SENP8 block-2
COc1ccc(N2CCN(C(=O)c3cccc(N4C(=O)C5C6C=CC(C6)C5C4=O)c3)CC2)cc1 (configuration not stated)	-1	-4	3	1	1	5	6	4
Cc1cc(S(=O)(=O)NCCN(C)C)c(C)s1	5	-1	-3	-4	1	13	-5	1
CC(=O)Nc1ccc(S(=O)(=O)N2CCN=C2c2ccccc2)cc1	-14	-3	-13	-4	-2	5	-5	-6
CC1(C)OC(=O)N(c2ccccn2)C1(C)O (configuration not stated)	1	-5	-1	0	2	19	-1	-4
O=C1CCC(C(=O)N2CCN(c3cnccn3)CC2)CN1CCc1cccc(F)c1 (configuration not stated)	-9	-10	-1	-9	1	-340	6	-4
CCn1c(C(O)c2cc(OC)ccc2OC)nc2ccccc21 (configuration not stated)	2	3	-6	-2	2	14	4	-2
NC(=O)[C@@H]1CC2(CC(c3cccc(NC(=O)[C@H]4CCC(=O)N4)c3)=NO2)CN1C(=O)c1ccc(Cl)cc1 (some centres not stated)	21	1	-1	16	2	-6	10	6
O=C1NCCN(Cc2ccc(-c3ccccc3)cc2)C1CC(=O)N1CCN(CCO)CC1 (configuration not stated)	-4	0	-22	-5	-31	-36	6	-9
C=CCOc1cccc(C2C(C(=O)c3ccco3)=C(O)C(=O)N2CCN2CCOCC2)c1 (configuration not stated)	-8	-6	-15	-4	-3	4	-5	-7
CCCCN(C)C(=O)CC(NS(=O)(=O)c1ccc(NC(C)=O)cc1)C(C)C (configuration not stated)	13	-6	22	-3	-2	0	-5	5
O=S(=O)(c1ccc(SCCOc2ccc(Br)cc2)nc1)N1CCCC1	1	3	-6	-9	0	2	10	-3
CC(=O)Nc1ccc(NC(=O)Nc2cccc(C)c2C)cc1	-6	-6	-6	-7	0	22	9	-20
COc1ccccc1Nc1nc(N)nc(CSC(=S)N2CCN(c3ccccc3)CC2)n1	1	-1	-6	-6	3	9	-5	-1
CCc1nnc(NC(=O)CSc2nnc3c(n2)[nH]c2ccccc23)s1	3	1	-20	-3	0	-25	0	0
CC(OC(=O)CC1CC2CCC1C2)C(=O)Nc1ccc(C(N)=O)cc1 (configuration not stated)	0	10	-4	-7	6	4	-2	-2
CN(C)CCNC(=O)c1nn(C)c2c1CCc1ccccc1-2	1	6	-14	-5	-1	13	-1	-4
CCN1CCN(C(c2ccccc2F)c2nnnn2Cc2ccc3c(c2)OCO3)CC1 (configuration not stated)	-11	0	-14	-6	1	17	-4	-12
CC1=CC(=O)C=C(C)C1=NOc1ccccc1[N+](=O)[O-]	-5	-29	0	17	4	20	12	-5
COc1ccc(N2CCN(Cc3nnnn3C3CCCCC3)CC2)cc1	3	-6	0	1	0	-1	4	1
CCOC(=O)c1cc(=O)c2ccc(OCC(=O)Nc3ccccc3)cc2o1	-9	-2	-11	0	3	10	7	-8
CCOc1ccccc1/C=C/c1onc(C)c1S(=O)(=O)N1CCC(C(=O)N(CC)CC)CC1	-12	-2	-5	-2	1	-147	15	-6
O=C(CN1C(=O)c2ccccc2C1=O)Nc1ccccc1C(=O)N1CCCC1	4	2	-13	-6	0	7	-3	-4
Cc1ccccc1NC(=O)OCc1ccccc1	9	3	5	-11	2	3	-15	3
Cc1cc(NC(=O)CSCC(=O)NC(C)c2ccccc2)no1 (configuration not stated)	-3	15	-8	-8	0	7	-14	-1
CCCCSc1nc2ccc(Nc3nc(N4CCOCC4)nc(N4CCOCC4)n3)cc2s1	-3	7	-4	-7	-10	-61	16	2
Fc1ccc(N2CCN(Cc3ccccn3)CC2)cc1	-6	9	4	-12	1	5	4	0
O=C(c1ccccc1)N1CCN(C(=S)NCCc2ccccc2)CC1	-2	11	3	-4	1	16	-10	7
COCCn1c(SCC(=O)Nc2ncc(Cl)c(C)c2Cl)nc2ccccc21	6	6	-7	2	-1	31	17	-3
CCc1ccc(/C=C/C(=O)c2ccc(S(=O)(=O)N(C)C)cc2)cc1	4	7	9	-1	2	12	9	3
COc1ccc(OCCNc2cc(N3CCOCC3)ccc2[N+](=O)[O-])cc1	-10	-36	-12	-10	2	40	8	-4
O=C(O)CCSc1ccccn1	1	4	-11	-7	1	3	-1	4
CC(Sc1nnnn1-c1ccccc1)C(=O)Nc1ccccc1-c1ccccc1 (configuration not stated)	-1	7	-2	-5	1	20	12	2
Cc1cccc(C(=O)NNC(=O)CSc2nnc(C3CC3)n2C)c1	-5	5	5	-2	1	7	6	-2
Cc1ccc(-c2nc(CS(=O)CC(=O)NC(C)CCc3ccccc3)c(C)o2)cc1 (configuration not stated)	-15	-8	-6	6	1	17	27	-9
COc1ccc(NC(=O)Cc2ccc(-c3ccccc3)cc2)cn1	2	-4	-9	-8	-4	9	-9	3

Given with two lines to a compound: 2 of the compounds above
Screens in order: SENP7 block	UBC13 polyUb	SENP6 block	A3G deaminase	SENP1 inh	SENP8 block-1	Apaf1 inhib	SENP8 block-2
O=C(O)CCSc1ccccn1
 : 1	4	-11	-7	1	3	-1	4
CC(Sc1nnnn1-c1ccccc1)C(=O)Nc1ccccc1-c1ccccc1 (configuration not stated)
 : -1	7	-2	-5	1	20	12	2
